# SRC3 TRFRET art = counter-screen for PPARgamma SRC-3 recruitment agonists: TR-FRET artefact; PPARgamma/SRC-3 format; stronger effect = higher value; TR-FRET ratio at 8 µM; actives 0.39% (n = 99,000); in the data active = TR-FRET ratio above about 2000; also: inactives centre near 1600; reference of the scale not given here
# SRC1 TRFRET art = counter-screen for PPARgamma SRC-1 recruitment agonists: TR-FRET artefact; actives 0.34% (n = 99,000); TR-FRET detection artefact counter-screen, emission ratio; stronger effect = higher value; AID 1051; TR-FRET ratio at 8 µM; in the data active = TR-FRET ratio above about 2300; also: inactives centre near 1800; reference of the scale not given here
# An asterisk follows results filed as active. A portion of the library; the hit share may differ from the screen's.
Structure	SRC3 TRFRET art	SRC1 TRFRET art
O=c1[nH]cnc2c1c(-c1ccccc1)cn2-c1ccc(Br)cc1	1425	1922
N#Cc1cccc(NC(=O)COC(=O)c2cccc(N3C(=O)c4ccccc4C3=O)c2)c1	1500	1659
CC(C)(C)Cc1nnc(NC(=O)CN2C(=O)c3ccccc3C2=O)s1	1527	1905
CCOc1ccc(Nc2ccc(N3C(=O)CCC3=O)cc2[N+](=O)[O-])cc1	1673	1600
C/C(=N\Nc1ccc(F)cc1F)c1ccc(N2CCOCC2)cc1	1400	1850
COC(=O)c1ccccc1NC(=O)CSc1nc2cccnc2n1C	1738	1773
O=C(Cn1cc2c(n1)CCCC2)Nc1ccccc1Cl	1643	1730
Cc1nn(Cc2c(F)cccc2Cl)c(C)c1NC(=O)C1CC1	1637	1692
COc1ccc(CN2C(=O)NC(C)(c3ccc(C)cc3)C2=O)cc1F (stereo not drawn)	1471	1597
O=C(c1ccccc1Cl)N1CCn2c1nc1ccccc12	1392	1730
CCOC(=O)C1CCCN(C(=O)c2ccc(CNS(=O)(=O)c3ccc(C)cc3)cc2)C1 (stereo not drawn)	1613	1710
CCCn1c(-c2cccs2)nc2ccccc21	1455	1677
COc1cccc(N2CC(=O)N(c3cccc(OC)c3)CC2=O)c1	1607	1800
COc1ccc(NC(=O)C23CC4CC(C2)CC(c2ccccc2)(C4)C3)c(OC)c1	1671	1748
CN1/C(=C\C=C(C#N)C#N)C(C)(C)c2ccccc21	1614	1846
C=CCNC(=O)CCCc1ccccc1	1576	1515
O=C(CCCCCn1c(=O)[nH]c2ccsc2c1=O)NCc1cccs1	1464	2074
CC1CCCC(C)N1/N=C/c1cc(Br)cc(Br)c1O (stereo not drawn)	1570	1898
Clc1ccc(C2=NNC(=NCc3ccccc3)SC2)cc1	1351	1975
COc1cc(NC(=O)COC(=O)/C=C/c2ccc(OC)c(OC)c2)cc(OC)c1	1661	1803
Cc1ccc(Cn2ccc(NC(=O)c3noc4c3CCCC4)n2)cc1	1440	1677
CCOC(=O)/C(C#N)=C/c1c[nH]c2ccccc12	1720	1904
COc1ccc(-c2cc(=O)c3cc(F)ccc3[nH]2)cc1	1554	1742
Cc1ccc(C(C)NC(=O)c2ccco2)cc1C (stereo not drawn)	1310	1703
O=C(O)CSc1nc2c(c(C(F)(F)F)n1)CCc1ccccc1-2	1285	1607
O=C(NCc1cccs1)C(=O)NCC1OCCCN1S(=O)(=O)c1ccccc1 (stereo not drawn)	1653	1891
Cn1cnnc1SCC(=O)Nc1cc(C(F)(F)F)ccc1N1CCOCC1	1634	1664
CCO[C@@H]1OC(C(=O)N2CCCCCCC2)=C[C@H](c2cn(C(C)=O)c3ccccc23)[C@H]1CCCO	1486	1736
COc1ccc(CNC(=O)c2c([S-])n(-c3ccc(C)cc3)c3cccc[n+]23)cc1	1598	1774
COC(=O)c1sc2ccccc2c1NC(=O)c1ccc(S(=O)(=O)N2CCCC(C)C2)cc1 (stereo not drawn)	1452	1719
Cc1cc(N/N=C/c2ccc(Cl)cc2)nc(NCc2ccccc2)n1	1451	1827
O=C(COC(=O)/C=C/c1ccc([N+](=O)[O-])cc1)NC(c1ccccc1)c1ccccc1	1656	1960
CN(Cc1ccsc1)C(=O)CCc1nnc(Cc2c[nH]c3ccccc23)o1	1240	1612
O=C(COc1ccc(Cl)cc1)NNC(=O)CSc1nncs1	1371	1672
O=C(Cn1nnc2ccccc21)c1ccccc1	1672	1934
Cc1cc(C)cc(-n2c(SCC(=O)Nc3cccc(S(=O)(=O)NC4=NCCCCC4)c3)nc3ccccc3c2=O)c1	1535	1779
O=C(Cn1nc2ccccc2n1)N/N=C/c1cc([N+](=O)[O-])ccc1O	1544	2036
COc1cccc(NC(=O)c2oc3ccc(S(=O)(=O)N4CCOCC4)cc3c2C)c1	1612	1840
Cc1ccsc1-c1n[nH]c(=S)n1C1CCCCC1	1595	1926
CCOC(=O)c1cc(-c2ccccc2)nc2nc(N3CCCCC3)sc12	1498	1748
CC1(CC(=O)N/N=C/c2ccc(-c3cccc(C(F)(F)F)c3)o2)OCCO1	1644	1685
COc1ccc([N+](=O)[O-])cc1NC(=O)CCNC(=O)Cn1ccc2ccccc2c1=O	1530	1796
COc1ccc(CC(=O)Nc2nnc(C(C)C)s2)cc1	1635	1353
CC1=C(C(=O)NCc2ccccc2)C(c2cccs2)NC(=S)N1 (stereo not drawn)	1523	1739
COC(=O)c1cc(=O)n(Cc2ccco2)c(=Nc2ccc(F)cc2)s1	1361	1942
CCCC(C)NC(=O)CSc1nc2ccc(C)cc2[nH]1 (stereo not drawn)	1509	1769
COc1ccc(/C=C/C(=O)NCC2COc3ccccc3O2)c(OC)c1 (stereo not drawn)	1433	1735
O=C(CSC1=NCCS1)Nc1ccc(F)cc1	1531	1709
CCO[C@H]1OC(C(=O)N2CCN(C)CC2)=C[C@@H](C2CC2)[C@@H]1CCCO	1605	1511
COc1cc2nc(CN3CCN(C(C)=O)CC3)[nH]c(=O)c2cc1OC	1560	1898

# Reformatted: four of the compounds above
Compound: COc1ccc(/C=C/C(=O)NCC2COc3ccccc3O2)c(OC)c1 (stereo not drawn)
  SRC3 TRFRET art: 1433; SRC1 TRFRET art: 1735

Compound: COc1cc2nc(CN3CCN(C(C)=O)CC3)[nH]c(=O)c2cc1OC
  SRC3 TRFRET art: 1560; SRC1 TRFRET art: 1898

Compound: CC1(CC(=O)N/N=C/c2ccc(-c3cccc(C(F)(F)F)c3)o2)OCCO1
  SRC3 TRFRET art: 1644; SRC1 TRFRET art: 1685

Compound: O=C(CSC1=NCCS1)Nc1ccc(F)cc1
  SRC3 TRFRET art: 1531; SRC1 TRFRET art: 1709

# Following part.
Structure	SRC3 TRFRET art	SRC1 TRFRET art
Cc1ccc(NC(=O)CSc2nnc(CNC(=O)c3cccs3)o2)cc1	1631	1943
O=C(c1cccc(N2C(=O)C3C4C=CC(C4)C3C2=O)c1)N1CCN(c2ccccc2)CC1 (stereo not drawn)	1538	1843
Cc1ccc(NC(=O)C2CCCN(C(=O)c3ccc(Cl)cc3)C2)cc1S(=O)(=O)N1CCOCC1 (stereo not drawn)	1687	2049
C/C(CC(=O)Nc1cccc(Cl)c1Cl)=N\NC(=O)c1ccccc1N	1555	1939
Cc1ccccc1Nc1nc(N)nc(CN2CCN(C(=O)c3ccccc3)CC2)n1	1637	1881
Cn1ccnc1C1CCCCN1Cc1nc(Cc2cccc(C(F)(F)F)c2)no1 (stereo not drawn)	1828	1963
CC(=O)Nc1ccc(CN2CCCC(CO)(Cc3ccccc3C)C2)cc1 (stereo not drawn)	1353	1848
N#Cc1ccc(CSC2=NCCN2)cc1	1244	1638
Cc1nn(-c2ccccc2)c(C)c1C(=O)OCC(=O)N(C)C1CCS(=O)(=O)C1 (stereo not drawn)	1403	1667
O=C(CSCc1ccccc1Br)N/N=C/c1ccccc1C(=O)O	1474	1689
COC(=O)c1nnn(CC(=O)NC(=O)Nc2ccccc2F)c1C(=O)OC	1539	1620
CCOC(=O)/C(=C/c1ccc(OC(=O)c2ccccc2)cc1)C(C)=O	1709	1763
CSc1ncc(CN2CCN(C3CCCC3)C(CCO)C2)cn1 (stereo not drawn)	1681	1770
c1ccc(Sc2cccc3ccccc23)c(CNC2=NCCN2)c1	1495	1726
CCOC(=O)C1=C(C)N=C2SC(C(=O)OC)=CC(=O)N2C1c1ccc(OC)cc1 (stereo not drawn)	1630	1811
Cc1c(/C=N/N2C(=O)C3C4C=CC(C4)C3C2=O)c2ccccc2n1C (stereo not drawn)	1516	1942
O=C(COc1ccc(C(=O)c2ccccc2)cc1)NC1CCCCCC1	1407	1880
COC(=O)c1ccc(/C=N/NS(=O)(=O)c2cc(C)ccc2C)cc1	1371	1790
CC(C)CN1C(=O)c2ccc(C(=O)Nc3c[nH]c(=O)[nH]c3=O)cc2C1=O	1671	1993
Cc1cc(NC(=O)COc2ccccc2C)no1	1741	1727
Cc1ccc2c(c1)/C(=N/N1C(=O)c3ccccc3C1=O)C(=O)N2	1783	1787
CSc1nc(N2CCOCC2)c2sccc2n1	1267	1575
O=C(COC(=O)c1ccc(S(=O)(=O)N2CCCCC2)cc1)NCc1ccco1	1437	1982
CCOC(=O)c1c(CC(C)C)csc1/N=C/C1C(=O)CCCC1=O	1677	1622
Cc1ccc(-c2nc3cccnc3s2)cc1NS(=O)(=O)c1ccc2c(c1)CCCC2	1882	2111
Cc1csc(Nc2cccc3ccccc23)n1	1396	1683
CCOC(=O)C(Cc1ccccc1)NC(=O)CNC(=O)CNC(=O)OCc1ccccc1 (stereo not drawn)	1647	1944
Cc1cc([N+](=O)[O-])nn1CCCC(=O)Nc1sc2c(c1C(N)=O)CCC(C)C2 (stereo not drawn)	1811	2063
C/C(=N\OCc1ccc(C#N)cc1)c1ccccc1	1761	1532
COc1cc(-c2nc(C(F)(F)F)c(OC)o2)cc(OC)c1OC	1777	1796

# 5 entries already listed, ordered by molar mass, high to low:
Structure	SRC3 TRFRET art	SRC1 TRFRET art
CCOC(=O)C(Cc1ccccc1)NC(=O)CNC(=O)CNC(=O)OCc1ccccc1 (stereo not drawn)	1647	1944
Cc1ccc(-c2nc3cccnc3s2)cc1NS(=O)(=O)c1ccc2c(c1)CCCC2	1882	2111
CCOC(=O)c1c(CC(C)C)csc1/N=C/C1C(=O)CCCC1=O	1677	1622
Cc1ccc2c(c1)/C(=N/N1C(=O)c3ccccc3C1=O)C(=O)N2	1783	1787
Cc1csc(Nc2cccc3ccccc23)n1	1396	1683

# More entries follow:
Structure	SRC3 TRFRET art	SRC1 TRFRET art
Cc1cc(C)c(Nc2cc(S(=O)(=O)O)c(N)c3c2C(=O)c2ccccc2C3=O)c(C)c1	1470	1936
COc1ccccc1N1CCN(C(=O)CSc2nnc3c4ccccc4nc(Cc4ccccc4)n23)CC1	1328	1731
CC(C)CC(=O)Nc1nnc(SCC(=O)Nc2ccc3c(c2)OCO3)s1	1815	1971
Cc1cc(C)cc(N=Cc2ccc([N+](=O)[O-])s2)c1	1665	1605
Cc1ccc(S(=O)(=O)N2CCOCC(=O)NCCOCCNC(=O)COCC2)cc1	1604	1441
Cc1ccc(OCCNC(=O)C(=O)NCc2ccco2)cc1	1678	1985
CCOC(=O)C1CCN(c2ccc([N+](=O)[O-])c(C(C)=O)c2)CC1	1349	1769
Cc1ccc(-n2c(C)cc(C(=O)OCC(=O)N(C)C3CCS(=O)(=O)C3)c2C)cc1 (stereo not drawn)	1481	1789
O=C(/C=C/c1cccs1)NCc1cccnc1	1744	1743
O=C(Oc1ccc(Cl)c2cccnc12)N1CCCCC1	1816	1483
CCN(C(=O)CN1CCN(c2ccccc2F)CC1)c1c(N)n(Cc2ccccc2)c(=O)[nH]c1=O	1402	1596
CCOc1c(C)cc2[nH]c(CCC(=O)O)nc2c1C	1596	2010
Cc1onc(C(=O)NN)c1C(=O)Nc1ncc(C(F)(F)F)cc1Cl	1297	1688
COc1ccc(/C=N/NC(=O)c2cccc(NC(C)=O)c2)c(C(=O)O)c1OC	1437	2063
O=C(Nc1ccccc1N1CCCC1)c1cccc(-c2cc3ccccc3oc2=O)c1	1665	1834
Cc1ccc(C)c(NC(=O)C(OC(=O)c2ccc(C)s2)c2ccccc2)c1 (stereo not drawn)	1800	1787
COc1ccc(NC(=O)c2ccc3c(c2)OCO3)cc1[N+](=O)[O-]	1447	1735
O=C(CCc1nc(-c2ccccc2Cl)no1)NCC1CCCO1 (stereo not drawn)	1699	1798
CC(C)N(Cc1ccccc1)C(=S)NC(=O)C1(C)CC1(Cl)Cl (stereo not drawn)	1476	1712
O=C(OCCO)c1cc(Cl)c(C(=O)OCCO)cc1Cl	1569	1702
COc1cc(NC(=O)c2ccccc2-c2ccccc2)cc(OC)c1OC	1634	1809
COc1ccc(/C(N)=N/OC(=O)/C=C/c2ccccc2)cc1	1382	1740
Cc1ccc(S(=O)(=O)c2c(C)nn(C(C)(C)C)c2OC(=O)C(C)C)cc1	1680	1695
COc1ccc(C(=O)CN(Cc2ccccc2)C2=NCCS2)cc1	1718	1527
CC(=O)c1cc(C#N)c(SCC(=O)C(C)(C)C)nc1C	1244	1950
CNc1ccccc1C(=O)OCC(=O)c1ccccc1	1451	1588
Nc1nc(-c2ccccn2)nc(N)c1Cc1c(F)cccc1Cl	1552	1971
O=C(O)CCN1C(=O)CC(N2C(=O)/C(=C/c3ccc(Cl)cc3)SC2=S)C1=O (stereo not drawn)	1620	1631
CCC(=O)N1N=C(c2c(-c3ccccc3)c3cc(Cl)ccc3[nH]c2=O)CC1c1ccco1 (stereo not drawn)	1700	1840
CCN(CC)c1ccc(C(=O)OCC(=O)N(C(C)C)C(C)C)cc1	1511	1646
O=C(CN1CCN(c2ccccc2Cl)CC1)NC1CCCc2ccccc21 (stereo not drawn)	1619	1658
O=C(NCc1cccnc1)c1cc(Cl)ccc1[N+](=O)[O-]	1505	1788
CC(C)C[C@H](NC(=O)c1nc[nH]c1C(=O)N(C)Cc1ccccc1)C(=O)OC(C)(C)C	1714	1830
CC1CC(CCC(=O)NC(=S)Nc2ccc(S(N)(=O)=O)cc2)C(=O)O1 (stereo not drawn)	1617	1838
CN(C)S(=O)(=O)c1ccc(NC(=O)COc2ncnc3sccc23)cc1	1650	1771
COc1ccccc1NCC(=O)n1nc(C)cc1C	1575	1711
CN1CCN(CCOC2Cc3ccccc3Sc3ccc(Cl)cc32)CC1 (stereo not drawn)	1509	1634
COc1ccc(Br)c(C(=O)N2CCN(S(=O)(=O)/C=C/c3ccccc3)CC2)c1	1291	1687

# Screens: PubChem, The Scripps Research Institute Molecular Screening Center
